Screening data deposited in PubChem by Sanford-Burnham Center for Chemical Genomics.
HKDC1 inhibitor: inhibitors of human hexokinase HKDC1; recombinant HKDC1, G6PDH/diaphorase resazurin coupled fluorescence; inhibition, % at 20 µM; 340,000 tested, 0.16% active;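 active means inhibition above about 35% when tested at 20 µM, limit read from the data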;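 further: plate controls were DMSO wells with enzyme for no effect and DMSO wells lacking enzyme for full effect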
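Assay system – recombinant HKDC1 (HK5) hexokinase enzyme, produced in-house · Input – HKDC1 at 5 µg/mL · Reagent – glucose plus 1 mM ATP as hexokinase substrates · Timing – 90 min reaction incubation at room temperature, dark · Measured by – G6PDH/diaphorase-coupled fluorescence, 1 mM NADP, 100 µM resazurin, 525/613 nm · Benchmarks – DMSO-enzyme wells negative, buffer-substituted wells positive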
hIAP activ: human IAP activation. AID 2524. purified human IAP, CDP-Star luminescence, 30 min; hits give high values; 1 = vehicle-only enzyme, 0 = enzyme-free background. activation factor at 10 µM. 330,000 tested, 0.16% active;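 active means activation factor of the enzyme at least 2-fold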; further: the source names both 10 and 20 µM as test concentration; values of inactives mirror those of a sister screen read the other way
Target sequence (P09923 whole entry, looked up): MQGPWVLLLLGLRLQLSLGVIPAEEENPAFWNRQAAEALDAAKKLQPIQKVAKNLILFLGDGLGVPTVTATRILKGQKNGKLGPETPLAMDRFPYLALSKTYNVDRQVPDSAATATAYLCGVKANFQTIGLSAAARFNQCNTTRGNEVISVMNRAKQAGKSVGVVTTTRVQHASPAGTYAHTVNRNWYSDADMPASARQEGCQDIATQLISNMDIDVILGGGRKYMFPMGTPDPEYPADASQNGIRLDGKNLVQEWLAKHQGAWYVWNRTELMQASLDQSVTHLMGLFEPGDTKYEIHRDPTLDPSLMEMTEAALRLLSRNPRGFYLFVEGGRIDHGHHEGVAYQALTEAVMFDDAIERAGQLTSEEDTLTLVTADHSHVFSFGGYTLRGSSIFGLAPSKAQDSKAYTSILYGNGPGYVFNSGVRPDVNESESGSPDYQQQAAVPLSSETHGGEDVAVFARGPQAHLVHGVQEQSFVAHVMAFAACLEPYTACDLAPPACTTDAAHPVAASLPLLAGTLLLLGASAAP
hIAP inh: human IAP inhibition. P09923. purified IAP, CDP-Star luminescence, 30 min. inhibition, % at 10 µM. 330,000 tested, 0.12% active;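 active means inhibition reaching a set limit with compound at 10 µM in the primary screen, cut at about 35% in these data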;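 further: plate controls were DMSO wells with enzyme for no effect and no-enzyme buffer wells for full effect; values of inactives mirror those of a sister screen read the other way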
mIAP block: blocks mouse intestinal alkaline phosphatase. AID 2806. 330,000 tested, 0.2% active. purified mouse IAP, CDP-Star luminescence, 30 min. inhibition, % at 10 µM;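 active means inhibition of at least 40% at 10 µM in the primary screen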;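 further: plate controls were DMSO with enzyme for no effect and no enzyme wells for full effect; values of inactives mirror those of a sister screen read the other way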
mIAP activ: increases mouse intestinal alkaline phosphatase activity | muIAP, CDP-Star luminescence, 30 min; hits give high values; 1 = vehicle-only enzyme signal, 0 = enzyme-free wells | AID 2805 | activation factor at 10 µM | 330,000 tested, 0.24% active;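 active means activation factor of at least 2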; further: the source names both 10 and 20 µM as test concentration; values of inactives mirror those of a sister screen read the other way
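System: Mouse IAP enzyme | Also added: CDP-Star substrate | Dosing: Compounds dispensed in DMSO | Schedule: 30 min enzyme-substrate-compound incubation at room temperature | Technique: Chemiluminescence readout | Control set: DMSO-only wells and no-enzyme negative control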
ATG4B inh: blocks human ATG4B protease cleavage of LC3 substrate; Q9Y4P1; ATG4B cleavage of LC3-PLA2, NBD-HPC fluorescence, 1 h; inhibition, % at 8.33 µM; 340,000 tested, 0.51% active; AID 504462; in the data active means inhibition above about 40%
Target sequence (Q9Y4P1 whole entry, looked up): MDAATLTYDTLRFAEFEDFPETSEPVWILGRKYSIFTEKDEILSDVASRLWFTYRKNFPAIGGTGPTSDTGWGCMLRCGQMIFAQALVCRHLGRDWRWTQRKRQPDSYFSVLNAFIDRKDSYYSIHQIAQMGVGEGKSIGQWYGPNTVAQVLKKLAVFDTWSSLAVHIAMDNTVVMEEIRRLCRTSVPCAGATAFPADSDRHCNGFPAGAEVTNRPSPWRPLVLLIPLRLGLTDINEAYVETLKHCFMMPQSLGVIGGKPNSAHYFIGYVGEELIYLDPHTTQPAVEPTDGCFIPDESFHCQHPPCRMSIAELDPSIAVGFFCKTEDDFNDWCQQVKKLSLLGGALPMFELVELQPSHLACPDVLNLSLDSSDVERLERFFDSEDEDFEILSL
PfGluPho inh: PfG6PD (Plasmodium falciparum) enzyme inhibition | 350,000 tested, 0.78% active | inhibition, % at 20 µM | PfGluPho enzyme, NADPH resazurin-diaphorase fluorescence;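 active means inhibition reaching at least a set limit at 20 µM in the primary screen, cut at about 59% in these data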;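 further: 0% = DMSO wells with substrate and 100% = DMSO wells lacking glucose-6-phosphate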
APOBEC3A inh: human APOBEC3A DNA deaminase inhibition. recombinant A3A, FAM/TAMRA ssDNA deamination fluorescence. inhibition, % at 20 µM. 330,000 tested, 0.41% active;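 active means at least 40% inhibition at 20 µM here, with at most 30% in a related deaminase screen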;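 further: plate controls were A3A with DMSO for no effect and wells lacking A3A enzyme for full effect; some results filed as inactive read as strong as hits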
* hit, by the source's call; x = no result given.

HKDC1 inhibitor	hIAP activ	hIAP inh	mIAP block	mIAP activ	ATG4B inh	PfGluPho inh	APOBEC3A inh	smiles
x	0.99	1	0	1	x	x	0	O=C1c2ccccc2C(=O)C1(O)O
-3	0.91	9	2	0.98	-11	9	-5	COc1ccc(N(C)C(=O)c2ccc3snnc3c2)cc1
-7	1.1	-7	-12	1.1	2	12	38	CCN1C(=NCCc2ccc([N+](=O)[O-])cc2)N[C@@H](c2ccccc2)[C@H](C(=O)OC)[C@H]1C
-7	0.92	8	-2	1	-5	-2	-6	Fc1ccccc1NC(=S)N1CCN(C/C=C/c2ccccc2)CC1
-6	1	0	0	1	2	-10	-3	COc1ccc(S(=O)(=O)NCC(=O)N(CC(=O)NC(C)(C)C)Cc2cccs2)cc1
-12	1.1	-8	11	0.89	-2	7	-2	N#CC1=C(N)Oc2nc[nH]c(=O)c2C1c1cccs1 (stereo not given)
3	1.2	-17	-1	1	9	-19	-2	Cc1cccc(OCC(=O)N(C)CCc2ccccn2)c1
2	1.2	-17	2	0.98	15	-5	0	O=C1NCCN(Cc2ccc(-c3ccccc3)cc2)C1CC(=O)N1CCN(CCO)CC1 (stereo not given)
0	1.1	-7	3	0.97	-4	-26	-5	CCN(CC)c1ccc(/C=N/NC(=O)c2nnn(-c3nonc3N)c2-c2ccc(C)cc2)cc1
-5	0.88	12	-7	1.1	1	5	-2	O=C(CC1SCCNC1=O)Nc1cccc([N+](=O)[O-])c1 (stereo not given)
-1	1.1	-12	-8	1.1	-1	-7	0	Cc1ccc(OCCNC(=O)C2CC(=O)N(Cc3ccccc3)C2)cc1 (stereo not given)
-2	0.85	15	2	0.97	2	-3	-7	COC(=O)C1=C(C)N(Cc2ccc(OC)c(OC)c2)C(=O)C1
-3	1.1	-14	-6	1.1	0	9	28	COc1cc(OC)c2ccc(=O)oc2c1C(CC(=O)N1CCCC(C)C1)c1ccc2c(c1)OCO2 (stereo not given)
3	2.2*	-116	11	0.89	4	-3	-3	O=C(NNC(=O)c1ncc(Cl)c(Cl)c1Cl)c1ccc(F)cc1
-3	1.1	-15	2	0.98	54*	-11	-4	NC(=O)c1ccc(-n2nnnc2Oc2ccccc2)cc1
-4	1.1	-14	6	0.94	-21	10	0	Cc1ccc(C)c(N2CCN(C(=O)CNS(=O)(=O)c3cccs3)CC2)c1
3	1.1	-8	-2	1	-6	-22	-1	O=S(=O)(Nc1cccc(S(=O)(=O)N2CCCCC2)c1)c1ccccc1F
-12	1.1	-8	-8	1.1	-11	10	1	CCOP(=O)(OCC)c1nc(-c2ccc(Cl)cc2Cl)oc1N1CCOCC1
-3	1.1	-13	-7	1.1	4	-2	-3	Cc1ccc(S(=O)(=O)N2CCCN(c3nccc(C(F)(F)F)n3)CC2)cc1
48*	0.84	16	8	0.92	-6	19	-2	O=C(CSc1n[nH]c(-c2ccccc2)n1)Nc1ncc(Br)cc1Br
-1	1.2	-16	8	0.92	-9	7	-1	CCC(C(=O)Oc1c(C(C)C)cccc1C(C)C)c1ccccc1 (stereo not given)
-5	1.1	-14	-5	1.1	5	-14	-4	CN(CC(=O)Nc1ccc(F)cc1)CC(=O)N(C)C1(C#N)CCCCC1
6	1.2	-17	2	0.98	-11	16	-2	COC(=O)C1(CC2CC(c3cccc(Br)c3)=NO2)CCN(C(=O)OC(C)(C)C)CC1 (stereo not given)
-7	0.95	5	2	0.98	-11	-1	-8	COc1ccc(NC(=O)CN2CCC(NC(=O)c3ccc(OC)cc3)CC2)cc1
-1	0.89	11	-14	1.1	8	14	4	O=C(Cc1cccc(C(F)(F)F)c1)Nc1ccc(S(=O)(=O)N2CCCC2)cc1
-5	1	0	0	1	-7	7	3	Cc1ccccc1NC(=O)CSc1n[nH]c(-c2ccco2)n1
-3	0.97	2	6	0.94	9	-21	-5	Cc1ccc(NS(=O)(=O)c2cccc(C(=O)NCC3CCCO3)c2)cc1 (stereo not given)
-2	1	0	-22	1.2	6	11	-2	C[C@@H](CN1CCC[C@H]1CN1C(N)=NC[C@@H]1Cc1ccccc1)N1C[C@@H](Cc2ccccc2)N(CCCC2CCCC2)C1=N
10	1	-4	3	0.97	-6	26	2	CNc1ccccc(-c2ccc3ccccc3n2)c1=O
-8	1.1	-7	-13	1.1	-9	24	2	Cc1cccc(-c2cc3nc(C)cc(NCCCN(C)C)n3n2)c1
-1	0.86	14	7	0.93	-1	3	2	CC1CN(c2cc3nccnc3cc2F)CC(C)O1 (stereo not given)
-8	0.91	9	4	0.96	1	-12	-4	CCc1nnc(NC(=O)CCC(=O)NCC2CCCO2)s1 (stereo not given)
3	1.1	-8	-5	1.1	-6	-5	0	O=C(NC1CCCC1)C(c1ccccc1)N(C(=O)c1csnn1)c1ccccc1F (stereo not given)
-7	0.83	17	0	1	1	15	8	O=C1CC[C@@H](O)CCN1CC[C@H](Sc1ccccc1)c1ccccc1
-6	1.1	-7	-3	1	1	10	0	O=C(CSc1ccccn1)N1CCNC1=O
-1	1.1	-6	9	0.91	8	36	-1	COc1ccccc1[C@@]1(C)ON(c2ccccc2C(F)(F)F)C1=O
0	0.97	3	-1	1	3	-9	1	COc1ccc(CCNC(=O)CC(NS(=O)(=O)c2ccc(NC(C)=O)cc2)C(C)C)cc1OC (stereo not given)
4	1.1	-9	8	0.92	2	-5	1	Cc1ccc(S(=O)(=O)N2CCCN(C(=O)c3ccc(-n4cccn4)cc3)CC2)cc1
1	1	-1	9	0.91	-7	16	3	CCOC(=O)N1CCN(C(=O)CCCCn2c(=S)[nH]c3ccsc3c2=O)CC1
1	1.3	-28	-53	1.5	-7	16	10	CCCCCCN(CCCCCC)C(=O)Cc1c(-c2ccc(F)cc2)[nH]c2ccccc12

In a second layout: results already given
The line under a structure holds: HKDC1 inhibitor	hIAP activ	hIAP inh	mIAP block	mIAP activ	ATG4B inh	PfGluPho inh	APOBEC3A inh
Fc1ccccc1NC(=S)N1CCN(C/C=C/c2ccccc2)CC1
 : -7	0.92	8	-2	1	-5	-2	-6
O=C(NC1CCCC1)C(c1ccccc1)N(C(=O)c1csnn1)c1ccccc1F (stereo not given)
 : 3	1.1	-8	-5	1.1	-6	-5	0
COC(=O)C1(CC2CC(c3cccc(Br)c3)=NO2)CCN(C(=O)OC(C)(C)C)CC1 (stereo not given)
 : 6	1.2	-17	2	0.98	-11	16	-2

The list goes on:
HKDC1 inhibitor	hIAP activ	hIAP inh	mIAP block	mIAP activ	ATG4B inh	PfGluPho inh	APOBEC3A inh	smiles
2	1.1	-14	-5	1	-1	8	0	O=C(O)C1CCCN1S(=O)(=O)c1ccc(F)cc1 (stereo not given)
-4	0.99	1	-11	1.1	-5	4	-2	O=C(COC(=O)CCc1ccc(S(=O)(=O)N2CCOCC2)cc1)Nc1ccccc1[N+](=O)[O-]
-5	1.1	-11	3	0.97	-2	19	0	CCn1c(CSc2nc3ccccc3s2)n[nH]c1=S
8	0.91	9	-3	1	-4	0	0	CSc1ncccc1C(=O)OCC(=O)C(C)(C)C
-2	0.86	14	4	0.96	-8	-7	-3	Cc1cccc(N2CC(C(=O)Nc3nc4ccc(S(C)(=O)=O)cc4s3)CC2=O)c1C (stereo not given)
0	0.89	11	10	0.9	-10	4	-5	C(=C\c1ccccc1)/CSc1nnc(-c2cccnc2)n1Cc1ccco1
-5	1.1	-10	3	0.97	7	-3	-1	CCOC(=O)Cc1cc(=O)n2[nH]c(-c3ccc(Cl)cc3)cc2n1
-3	1	-2	2	0.97	3	-19	-1	CCOC(=O)C1C(=O)CC(C)(O)C(C(=O)OCC)C1c1ccc(SC)cc1 (stereo not given)
1	0.9	10	-8	1.1	-10	3	-4	CN(C)C(=C(C#N)C#N)N1CCN(c2ccc(Cl)c(Cl)c2)CC1
0	1.1	-7	3	0.97	-1	-20	-4	O=C(CCc1c[nH]c2ccccc12)NCCOc1ccccc1
-6	0.99	1	4	0.96	-9	-8	1	Cc1ccnc(NC(=O)CCC(=O)N(CC(=O)NCc2ccc(F)cc2)CC2CCCO2)c1 (stereo not given)
-1	0.93	7	11	0.89	2	-2	-4	O=S(=O)(/N=C/c1ccccc1O)c1cccs1
11	0.86	14	5	0.95	4	-19	-4	COc1ccc2c(CCNC(=O)CN3C(=O)c4ccccc4C3=O)c[nH]c2c1
-7	0.97	3	5	0.95	-5	-6	1	Cn1nc(C(=O)OCC(=O)NCc2ccc(Cl)cc2)c2ccccc2c1=O
-14	0.99	1	-3	1	3	-1	0	COCCCNC(=O)c1cc(C)nc2ccc(F)cc12
-5	1.3	-25	-2	1	-6	1	0	CCOc1ccc(Cl)cc1S(=O)(=O)N1CCC(C(=O)N2CCCC2)CC1
0	1.4	-36	-4	1	9	-4	-4	Cc1cccc(N2CCN(S(=O)(=O)c3ccc4c(c3)CC(C)N4C(=O)C3CC3)CC2)c1C (stereo not given)
1	0.95	5	1	0.99	-4	4	0	Cc1cc(C)nc(Sc2ccc([N+](=O)[O-])cc2[N+](=O)[O-])n1
-2	1.3	-28	1	0.99	6	10	5	COc1cc(C)c(NC(=O)C(=S)NCc2ccccc2)cc1C
-4	0.81	20	5	0.95	-10	4	0	COC(=O)COc1ccc(S(=O)(=O)NCc2ccncc2)cc1
-7	1	0	5	0.95	3	-2	-2	CCOC(=O)N1CCN(Cc2nc(-c3cccc(C)c3)no2)CC1
-6	0.91	9	3	0.97	3	-28	4	O=C1c2ccccc2C(=O)N1CC1=NCCc2ccccc21
-3	0.98	2	3	0.97	-8	6	13	O=C(COC(=O)c1ccc(O)cc1O)NC(=O)NCc1ccccc1
-3	1	-1	14	0.86	-2	-3	-1	COc1ccc2oc(=Nc3cc(F)ccc3F)c(C(N)=O)cc2c1
-2	1	-2	-5	1	-10	1	-1	Cc1ccc(C(=O)OCC(=O)Nc2nc(-c3ccccc3)cs2)cc1NC(=O)c1ccco1
5	1.8	-84	0	1	8	21	0	COc1ccc(CCN2C(=O)c3[nH]nc(-c4ccccc4O)c3C2c2cccc(Cl)c2)cc1 (stereo not given)
